High-throughput results from PubChem.
TDP1 inh: inhibitors of human tyrosyl-DNA phosphodiesterase TDP1 | Q9NUW8 | recombinant TDP1, AlphaScreen DNA substrate cleavage | Potency, µM (titrated, usually from 130 µM), without a hit: at the highest dose activity change, negative = inhibition, most hits filed as inhibitors | hit rate 0.28% among 350,000 | AID 485290; note: nearly all actives have a fitted effect of over 40% in size
Target sequence (Q9NUW8 whole entry, looked up): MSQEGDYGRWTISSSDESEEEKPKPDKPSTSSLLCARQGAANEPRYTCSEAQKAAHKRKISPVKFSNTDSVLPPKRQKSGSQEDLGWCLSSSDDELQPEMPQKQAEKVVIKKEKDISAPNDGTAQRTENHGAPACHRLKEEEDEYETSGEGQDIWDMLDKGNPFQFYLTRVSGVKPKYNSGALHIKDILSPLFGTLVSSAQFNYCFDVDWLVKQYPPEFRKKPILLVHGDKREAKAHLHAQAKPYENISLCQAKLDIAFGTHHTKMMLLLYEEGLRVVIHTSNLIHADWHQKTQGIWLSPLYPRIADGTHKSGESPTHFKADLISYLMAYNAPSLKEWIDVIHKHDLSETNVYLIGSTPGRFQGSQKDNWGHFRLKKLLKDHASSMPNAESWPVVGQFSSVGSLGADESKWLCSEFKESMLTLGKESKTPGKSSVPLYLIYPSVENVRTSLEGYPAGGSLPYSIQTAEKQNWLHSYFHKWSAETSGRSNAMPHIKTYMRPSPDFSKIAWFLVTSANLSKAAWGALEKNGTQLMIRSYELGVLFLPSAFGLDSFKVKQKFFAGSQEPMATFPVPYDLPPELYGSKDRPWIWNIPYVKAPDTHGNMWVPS
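Tdp1 1 nM final; 15 min RT w/ cpd; substrate 15 nM, 5 min; beads 10 ug/ml, 10 min; AlphaScreen read. Neg ctrl: no enzyme.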
DT40 TDP1 no CPT: qHTS for Inhibitors of human tyrosyl-DNA phosphodiesterase 1 (TDP1): qHTS in cells in absence of CPT; DT40 Tdp1-/- hTDP1 cells, no CPT, ATP luminescence, 48 h; Potency, µM (doses to about 46.2 µM), for inactives: at the highest dose activity change, negative = growth inhibition, hits mostly inhibitors; hit rate 15% among 420,000; note: nearly all actives have a fitted effect of over 55% in size
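Readout: luminescence from CellTiter-Glo after 30 min in the dark at RT. Cells: DT40 Tdp1-/- with stable hTDP1, 400/well. Exposure: compounds alone, ≥48 hr, 37 °C.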
GCN5L2 inh: inhibitors of human GCN5L2 histone acetyltransferase; AID 504327; Q92830; Potency, µM (top dose mostly 58.9 µM), for inactives: at the top dose activity change, negative = inhibition, actives largely listed as inhibitors; hit rate 0.21% among 390,000; GCN5L2 HAT assay, ThioGlo1 CoA-SH fluorescence
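Fluorescence readout, Ex340nm/Em540nm: ThioGlo1 (50uM final) reacts with free CoA thiol released as 20nM GCN5L2 acetylates H3(1-25) peptide (75uM) using acetyl-CoA (70uM). Compound and enzyme sat 15 min beforehand; 20 min room-temperature reaction.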
Numbers without * were called inactive; u = inconclusive; x = no result given; & = joins results of further samples; [ ] = dose if it differs, or a comment. Calls come from the whole dose curve; as a rule, active = well fitted curve in the direction sought with a large enough effect; inconclusive = small, poorly fitted or top-dose-only effect, or another doubt; inactive = no such curve, though single readings can be large; an effect the other way counts as inactive or inconclusive. % is set by controls: 0 for no effect and ±100 for the full control effect; potency is the fitted concentration of half-maximal effect. This is a subset, so the mix of outcomes need not match the whole.

SMILES	TDP1 inh	DT40 TDP1 no CPT	GCN5L2 inh
COc1ccc(C(CNC(=O)CCNC(=O)c2ccc(Br)cc2)N2CCOCC2)cc1 (stereo unspecified)	x	u	-6.3%
O=C(Nc1nnc(-c2cccs2)o1)c1cccc(Oc2ccccc2)c1	11.0%	7.31µM*	-18.4%
Cc1ccc(N(C)C(=O)Cn2nc(Cc3ccncc3)c3ccccc3c2=O)cc1C	1.3%	-25.0%	-1.1%
CCOc1ccc(CCNC(=O)CSc2n[nH]c(-c3ccccc3)n2)cc1OCC	2.7%	u	-0.3%
O=C(Cn1cnc2c(nnn2Cc2ccccc2)c1=O)NCc1ccccc1Cl	x	-0.1%	21.8%
O=C(O)c1ccc(NCc2cccc(Br)c2)cc1	1.3%	-9.6%	-7.5%
CC(=O)Nc1ccc(C(=O)OCc2ccc(Br)cc2)cc1	0.6%	-24.5%	-2.3%
Cc1cc(C)cc(NC(=O)NC(C)C2CCCO2)c1 (stereo unspecified)	4.8%	6.4%	-3.3%
Cc1ccc(Nc2nnc(-c3ccc(C)c(S(=O)(=O)N4CCOCC4)c3)c3ccccc23)c(C)c1	-0.4%[12.3 µM]	16.4µM*	-1.7%
COc1ccc(N2C(=O)CC(N3CCN(S(=O)(=O)c4c(C)cc(C)cc4C)CC3)C2=O)cc1 (stereo unspecified)	1.5%[56.1 µM]	4.0%	-13.1%
CC(=O)c1ccc(N2CCN(c3ncnc4c3cnn4-c3cc(Cl)ccc3C)CC2)cc1	2.6%	5.8µM*	-8.0%
CN(C)CCOC(=O)C12CC3CC(CC(C3)C1)C2	0.5%	-14.8%	-11.3%
CC(C)(C)c1ccc(C(=O)N2CCN(C(=O)c3ccco3)CC2)cc1	3.8%	u	-3.1%
O=S(=O)(Nc1cc(S(=O)(=O)N2CCOCC2)ccc1NCC1CCCO1)c1ccccc1 (stereo unspecified)	2.5%	3.6%	-0.5%
Cc1cccc(Cn2cnc3c(N)c(C)c(C)cc32)c1	11.8%	u	-1.6%
CCCn1c(N)c(N(CCOC)C(=O)c2ccc([N+](=O)[O-])cc2Cl)c(=O)[nH]c1=O	-6.2%	-2.3%	-1.3%
O=C(CCCc1ccccc1)Nc1cccc2c1CCCC2	2.3%	u	-0.8%
COC(=O)C1=CN(c2cccc(C)c2)C=C(C(=O)OC)C1c1cc(OC)c(O)c([N+](=O)[O-])c1	9.8%	u	-24.7%
CCOc1ccccc1C(=O)N(C)CC(=O)Nc1ccc(OC)cc1	x	-14.1%	1.3%
CCOC(=O)Nc1ccc2c(c1)N(C(=O)CCN(C)C)c1ccccc1CC2	x	-4.6%	-4.6%
CC(=O)NC1=NN(C(C)=O)C(C)(CS(=O)(=O)c2ccc(C)c(C)c2)S1 (stereo unspecified)	-2.3%	-1.3%	1.6%
CN(C)c1cccc(C(=O)NC2CCCCCC2)c1	5.5%	-9.7%	7.8%
COc1cc(C2CC(=O)c3cnc(N4CCN(CCO)CC4)nc3C2)cc(OC)c1OC (stereo unspecified)	0.6%	x	3.0%
COc1ccccc1C/C(N)=N/OC(=O)/C=C/c1ccccc1	0.6%	-3.8%	-3.1%
O=C(NCc1ccccc1)c1cc(-c2cccc(Cl)c2)on1	0.0%	-15.6%	-1.5%
Next results
SMILES	TDP1 inh	DT40 TDP1 no CPT	GCN5L2 inh
COC(=O)COn1c(SC(C)C)nc2ccccc2c1=O	-4.0%	1.9%	-1.4%
Cc1ccc(-c2nnn(CC(=O)N(CCN3CCOCC3)C(C(=O)NC(C)(C)C)c3ccc(C)o3)n2)cc1 (stereo unspecified)	x	-5.0%	-1.9%
CCOc1ncccc1C(=O)OCc1nnc(-c2ccccc2)o1	2.9%	1.1%	-1.6%
COc1ccc(N2CCN(C(=O)c3cccc(-n4c(C)nc5cccnc54)c3)CC2)cc1	8.5%	23.1µM*	-2.1%
Cc1ccccc1NC(=O)NCCc1nc2ccccc2[nH]1	4.4%	-20.1%	2.4%
COc1ccc(S(=O)(=O)N2CCCC2C(=O)Nc2ccc(C(C)=O)cc2)cc1 (stereo unspecified)	5.4%	u	1.3%
CCCCn1c(SCC(=O)NCc2ccco2)nnc1-c1ccco1	4.8%	-11.1%	-6.4%
Cc1csc2ncc(C(=O)Nc3cccc(C(F)(F)F)c3)c(=O)n12	6.2%	-23.5%	-9.0%
COc1ccccc1N(CC(=O)Nc1c(C)cccc1C)S(C)(=O)=O	-1.4%	0.4%	-2.7%
O=C(N/N=C/c1cccnc1)c1ccccc1OCc1cccc(Br)c1	4.6%	u	-3.8%
Cc1cccc(C(=O)NCC(=O)OCC(=O)N(C)CC(=O)Nc2ccc(F)cc2)c1	x	-11.2%	-19.0%
COc1cc(S(=O)(=O)NC2CCCCC2C)ccc1F (stereo unspecified)	2.7%	-13.9%	-10.8%
Cc1cc(C)n2nc(C(=O)NCc3cccc(C(F)(F)F)c3)nc2n1	3.8%	-0.1%	-3.7%
CNc1nc(-c2ccc([N+](=O)[O-])cc2)cs1	5.9%	-15.2%	u
O=C(CC(=O)Nc1ccc(F)cc1)Nc1ccc(F)cc1	x	-11.6%	-1.5%
CCOC(=O)CN1CC23C=CC(O2)C(C(=O)Nc2ccc(F)cc2)C3C1=O (stereo unspecified)	5.4%	4.0%	u
COc1ccc(CNc2nc3ccccc3s2)cc1OC	x	u	-5.7%
Cc1ccc(NC(=O)CN2C(=O)C3CCCCN3C(=O)c3ccccc32)cc1 (stereo unspecified)	9.2%	-9.1%	x
CCc1ccccc1NC(=S)N(CCCN(C)C)Cc1cc2cc3c(cc2[nH]c1=O)OCO3	1.2%	u	-2.3%
Cc1ccc2nc(/C(C#N)=C/c3ccc(-c4ccccc4C(=O)O)o3)[nH]c2c1	x	3.6%	-12.7%
C=Cc1ccc(CSc2nc(-c3ccccc3C)nc3c2Cc2c(CO)cnc(C)c2O3)cc1	5.1%	20.6µM*	-4.8%
Cc1csc(NC(=O)C2CCCCC2)n1	x	u	u
CCc1ccccc1N(CC(=O)OC)S(C)(=O)=O	0.0%	-1.7%	3.3%
COc1cc(N[C@@H](C)CCCN)c2ncccc2c1	10.0%[56.1 µM]	x	10.7%[21.4 µM]
Cc1nnsc1-c1nnc(SCC(=O)c2ccccc2)n1C1CC1	2.6%	u	u

Another view of part of the listing above:
| SMILES | TDP1 inh | DT40 TDP1 no CPT | GCN5L2 inh |
| --- | --- | --- | --- |
| Cc1csc(NC(=O)C2CCCCC2)n1 | x | u | u |
| CCc1ccccc1N(CC(=O)OC)S(C)(=O)=O | 0.0% | -1.7% | 3.3% |

Returning to the listing, starting two compounds before the break.
SMILES	TDP1 inh	DT40 TDP1 no CPT	GCN5L2 inh
COc1cc(N[C@@H](C)CCCN)c2ncccc2c1	10.0%[56.1 µM]	x	10.7%[21.4 µM]
Cc1nnsc1-c1nnc(SCC(=O)c2ccccc2)n1C1CC1	2.6%	u	u
COc1ccccc1Cn1ccn(CC(=O)Nc2c(C)cc(C)cc2C)c(=O)c1=O	3.9%	-10.2%	0.1%
Cc1ccc(-c2nnn(CC(=O)NC3CC4CCC3C4)n2)cc1 (stereo unspecified)	3.3%	u	-2.1%
CCN1CCN(C(c2ccc(F)cc2)c2nnnn2Cc2ccc3c(c2)OCO3)CC1 (stereo unspecified)	4.7%	u	-6.8%
O=c1[nH]c2ccccc2c2cn(-c3ccccc3)nc12	7.4%	u	0.3%
CCOc1ccc(NC(=O)CSc2nc(O)c(C)c(=O)n2-c2ccc(F)cc2)cc1	x	-21.6%	-5.6%
CCS(=O)(=O)C1=NN2C(=N)/C(=C\c3ccc(OS(=O)(=O)c4ccccc4)c(OC)c3)C(=O)N=C2S1	-16.7%	x	u
Cc1cc(N2C(=O)CCC2=O)n(-c2ccccc2)n1	-1.0%	10.1%	-1.9%
O=c1c2ccccc2sn1-c1cc(S(=O)(=O)N2CCOCC2)ccc1N1CCOCC1	-1.1%&2.0%	4.47µM*	1.58µM*
CC1=CC(C)(C(Cl)Cl)C(C)=CC1=O (stereo unspecified)	2.4%	-2.6%	-2.7%
C[C@H](N=C1NS(=O)(=O)c2ccccc21)C(=O)OCc1cc([N+](=O)[O-])cc2c1OCOC2	x	-27.9%	-11.0%
O=C(NCC1COc2ccccc2O1)C1CCCN(S(=O)(=O)c2cnc[nH]2)C1 (stereo unspecified)	6.2%	-10.2%	-16.6%
CCN1C(=NCc2cccc(Cl)c2)N[C@@H](c2cccc(F)c2)C(C(=O)OC)=C1C	x	18.4µM*	-0.2%&-2.7%
O=C(O)/C=C/C(=O)Nc1ccc2c(c1)NC(=O)CO2	2.3%	5.2%	1.4%
Cc1ccc(S(=O)(=O)NCCOC(=O)Nc2sc(=S)n(C)c2C)cc1	8.8%	-19.7%	-9.9%
O=C(Nc1ccccc1C(=O)N1CCCCC1)c1cccs1	2.1%	16.5%	-3.9%
CC(/C=N/n1c(-c2cc(C)[nH]n2)n[nH]c1=S)=C\c1ccco1	0.0%	-2.7%	-22.2%
C[C@H]1C=C2C=C[C@H](C)[C@H](CC[C@@H]3C[C@@H](O)CC(=O)O3)[C@H]2[C@@H](OC(=O)[C@@H](C)CCO)C1	11.9%	26.6µM*	-19.9%
CCN(C)C(=O)Oc1cccc([C@H](C)N(C)C)c1	x	-10.8%	1.5%
COc1ccccc1OCc1nnc(SCC(=O)N2CCCCC2)o1	1.1%	7.0%	-0.5%
CC1/C(=N/O)CC(c2ccco2)NC1c1ccco1 (stereo unspecified)	-3.0%	-9.8%	-0.7%
C[C@@H]1COC(=O)[C@H](NC(=O)OCC2c3ccccc3-c3ccccc32)C/C=C\C[C@@H](CC(=O)N[C@H](CO)Cc2ccccc2)C(=O)N1	-4.7%	20.6µM*	-16.4%
COc1ccccc1CN1CC2(CCN(S(C)(=O)=O)CC2)C1	x	-13.1%	-10.2%
Cc1cc(C)c(S(=O)(=O)N2CCCCC2CCNC(=O)C(=O)NCC2CCCO2)c(C)c1 (stereo unspecified)	5.0%	u	-8.8%
CCCN1CCN(C(=O)c2noc3c2COc2ccc(C)cc2-3)CC1	x	16.4µM*	0.7%
CS(=O)(=O)N1CCC(C(=O)Nc2ccc(Cl)cc2)CC1	-2.1%	-14.3%	-7.0%
CC(Oc1ccccc1)C(=O)N1CCC2(CC1)CC(=O)c1ccccc1O2 (stereo unspecified)	-11.9%[0.505 µM]	u	2.2%
CN(C)S(=O)(=O)c1cccc(NC(=O)c2ccc3c(c2)S(=O)(=O)N=C2CCCCCN23)c1	1.1%	x	-1.5%
CCC(=O)N1CCc2cc(S(=O)(=O)NC(C(=O)NC3CCCc4ccccc43)C(C)C)ccc21 (stereo unspecified)	-5.3%	u	-4.2%
Cc1ccc(S(=O)(=O)c2nc(-c3ccccc3)oc2NCCN2CCOCC2)cc1	8.2%	-18.7%	-0.1%
Cc1cc(CN2CCN(CC(=O)Nc3cc(C(F)(F)F)ccc3-n3cncn3)CC2)no1	2.5%	u	3.4%

Full records, quoted from the list. Screens in order: TDP1 inh	DT40 TDP1 no CPT	GCN5L2 inh
Shown for COc1ccccc1OCc1nnc(SCC(=O)N2CCCCC2)o1 → 1.1%	7.0%	-0.5%
Shown for CCN1C(=NCc2cccc(Cl)c2)N[C@@H](c2cccc(F)c2)C(C(=O)OC)=C1C → x	18.4µM*	-0.2%&-2.7%
Shown for O=C(Nc1ccccc1C(=O)N1CCCCC1)c1cccs1 → 2.1%	16.5%	-3.9%
Shown for C[C@H](N=C1NS(=O)(=O)c2ccccc21)C(=O)OCc1cc([N+](=O)[O-])cc2c1OCOC2 → x	-27.9%	-11.0%
Shown for CCCN1CCN(C(=O)c2noc3c2COc2ccc(C)cc2-3)CC1 → x	16.4µM*	0.7%
